# High-throughput results deposited in PubChem by National Center for Advancing Translational Sciences (NCATS).
# Mm-Cpn inhibitor – inhibitors of Methanococcus maripaludis chaperonin (MmCpn); Potency, µM (titrated, usually from 76.9 µM), for the others: at the top dose activity, negative = inhibition, hits mostly inhibitors; purified Mm-Cpn ATPase, ADP Transcreener TR-FRET; hit rate 0.031% among 330,000; also: potency is read from the fitted curve at half-maximal effect; % is scaled to controls: 0 for no effect and ±100 for the full control effect; nearly all actives have a fitted effect of over 80% in size
#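 Quantitative HTS used 25 nM Mm-CPN and 10 uM ATP in magnesium/KCl Tris buffer, pH 7.4, with 1 mM DTT. Hydrolysis ran 30 min at 37°C; ADP was read by HTRF.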
# PLK1 PBD inh – PLK1 (human) polo-box domain binding inhibition; Plk1 PBD binding of FITC phosphopeptide, fluorescence polarization; hit rate 2.8% among 360,000; P53350; Potency, µM, for the others: max response, negative = inhibition, actives largely listed as inhibitors; also: potency is read from the fitted curve at half-maximal effect; series mostly up to about 57 µM; % is scaled to controls: 0 for no effect and ±100 for the full control effect; nearly all actives have a fitted effect of over 65% in size
# EPAC2 antagonist – EPAC2 (human) antagonism; Potency, µM (titrated, usually from 114 µM), for inactives: at the top dose activity, negative = inhibition, usual class: inhibitors; EPAC2 GEF exchange of Rap1B-BODIPY-GDP, fluorescence; hit rate 0.18% among 360,000; AID 720708; Q8WZA2; also: potency is read from the fitted curve at half-maximal effect; % is scaled to controls: 0 for no effect and ±100 for the full control effect; nearly all actives have a fitted effect of over 45% in size; many of its hits are not listed in these tables
# WRN helicase inh – inhibitors of human WRN helicase; Q14191; WRN helicase unwinding, fluorescent forked duplex, kinetic; Potency, µM (series often up to 114 µM), without a hit: at the highest dose activity change, negative = inhibition, hits mostly inhibitors; hit rate 0.46% among 360,000; AID 651768; also: potency is read from the fitted curve at half-maximal effect; % is scaled to controls: 0 for no effect and ±100 for the full control effect; nearly all actives have a fitted effect of over 55% in size
# Target sequence (Q14191 whole entry, looked up): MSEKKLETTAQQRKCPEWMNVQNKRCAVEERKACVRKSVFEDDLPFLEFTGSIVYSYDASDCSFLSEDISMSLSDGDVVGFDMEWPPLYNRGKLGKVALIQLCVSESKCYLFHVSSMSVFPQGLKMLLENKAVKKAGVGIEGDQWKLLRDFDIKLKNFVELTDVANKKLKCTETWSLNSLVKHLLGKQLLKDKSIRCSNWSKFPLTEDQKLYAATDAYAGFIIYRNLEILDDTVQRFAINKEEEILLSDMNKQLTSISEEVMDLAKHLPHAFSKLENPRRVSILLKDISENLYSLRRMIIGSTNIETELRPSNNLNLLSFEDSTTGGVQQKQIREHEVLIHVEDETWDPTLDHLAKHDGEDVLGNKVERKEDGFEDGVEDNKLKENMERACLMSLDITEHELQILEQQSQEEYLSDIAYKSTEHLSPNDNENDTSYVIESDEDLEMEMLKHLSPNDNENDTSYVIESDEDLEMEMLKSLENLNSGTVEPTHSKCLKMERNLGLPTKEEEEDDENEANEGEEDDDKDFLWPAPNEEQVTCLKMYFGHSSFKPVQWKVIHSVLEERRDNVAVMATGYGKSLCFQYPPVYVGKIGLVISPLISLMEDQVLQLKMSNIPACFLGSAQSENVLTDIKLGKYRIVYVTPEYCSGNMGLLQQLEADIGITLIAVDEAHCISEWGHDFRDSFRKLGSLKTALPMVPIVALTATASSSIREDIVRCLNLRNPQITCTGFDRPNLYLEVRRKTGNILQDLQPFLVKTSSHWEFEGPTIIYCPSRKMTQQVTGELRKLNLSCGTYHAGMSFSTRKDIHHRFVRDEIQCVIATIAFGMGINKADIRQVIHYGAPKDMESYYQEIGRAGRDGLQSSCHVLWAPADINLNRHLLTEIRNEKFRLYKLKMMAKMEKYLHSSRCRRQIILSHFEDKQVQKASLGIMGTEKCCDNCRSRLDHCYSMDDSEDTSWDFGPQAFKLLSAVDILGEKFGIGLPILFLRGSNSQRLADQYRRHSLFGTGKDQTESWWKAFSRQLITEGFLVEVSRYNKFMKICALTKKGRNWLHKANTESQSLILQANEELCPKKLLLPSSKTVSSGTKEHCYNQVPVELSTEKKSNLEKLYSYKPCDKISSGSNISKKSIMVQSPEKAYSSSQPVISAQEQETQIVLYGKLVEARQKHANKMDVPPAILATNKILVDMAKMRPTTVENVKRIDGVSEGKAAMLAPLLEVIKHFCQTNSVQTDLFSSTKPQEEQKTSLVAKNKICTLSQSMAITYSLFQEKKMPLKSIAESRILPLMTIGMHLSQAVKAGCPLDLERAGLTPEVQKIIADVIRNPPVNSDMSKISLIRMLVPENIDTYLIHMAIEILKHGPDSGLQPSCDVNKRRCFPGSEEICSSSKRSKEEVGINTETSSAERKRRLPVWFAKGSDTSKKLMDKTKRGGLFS
#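 Primary qHTS, 1536-well format. 20 nM WRN + compound, 15 min RT; start with 100 nM forked fluorophore/quencher duplex, 2 mM ATP (final); kinetic read ex 525/em 598 nm.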
# EPAC1 ag – EPAC1 (human) agonism. O95398. EPAC1 agonist qHTS, biochemical assay; response scale: 100% = response to 6.5 mM cAMP. Potency, µM (top dose mostly 154 µM), for inactives: at the highest dose activation, hits mostly activators. hit rate 0.073% among 360,000. AID 720707; also: potency is read from the fitted curve at half-maximal effect; nearly all actives have a fitted effect of over 60% in size
#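 Compounds were pinned as a concentration titration into mixtures of EPAC1 (100 nM), BODIPY-GDP-loaded Rap1B (250 nM) and GDP (50 uM). After 5 min at room temperature, fluorescence was followed for 30 min; activity was scaled to 6.5 mM cAMP.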
# PI5P4K alpha inh – blocks human PI5P4K alpha kinase activity | max response, % | P48426 | AID 652105 | PI5P4Kalpha enzyme, ADP-Glo luminescence, 60 min; active compounds read low | hit rate 1.2% among 330,000; active = max response of -50% or lower; inconclusive = between -30% and -50%; inactive = -30% or higher; also: value at the top dose of about 77 µM; % is scaled to controls: 0 for no effect and ±100 for the full control effect
#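 Enzyme plus substrate dispensed, test compounds pinned in, then ATP (5 microM final) added. After 60 min at RT, ADP-Glo reagent 1 for 45 min and reagent 2 for 30 min preceded luminescence imaging.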
# EPAC1 antag – antagonists of human EPAC1; O95398; EPAC1 GEF assay, Rap1b-BODIPY-GDP exchange fluorescence; Potency, µM (titrated, usually from 115 µM), without a hit: at the highest dose activity change, negative = inhibition, most hits filed as inhibitors; hit rate 0.14% among 360,000; AID 720709;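 also: potency is read from the fitted curve at half-maximal effect; plate controls were vehicle for no effect and positive control for full effect; nearly all actives have a fitted effect of over 50% in size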
# CCT chaperon mod – cytosolic chaperonin activity modulation; purified chaperonin ATPase assay, HTRF ADP detection, 30 min; activity change, % (concentration not given with the values), hits read low; hit rate 0.3% among 360,000; in the data active = activity change below about -30%; also: % is scaled to controls: 0 for no effect and ±100 for the full control effect
#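 We incubate TRiC, 40 or 20 nM final, with library compounds at 76 uM and 10 uM ATP for 30 min at 37 °C. ADP formed is detected with Transcreener HTRF reagents after 30 min at room temperature.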
# * = called active by the depositor; u = inconclusive; x = no result given; & = joins results of further samples; [ ] = dose if it differs, or a comment. Unless noted, calls follow the shape of the dose curve; as a rule, active = well fitted curve in the direction sought with a large enough effect; inconclusive = small, poorly fitted or top-dose-only effect, or another doubt; inactive = no such curve, though single readings can be large; an effect the other way counts as inactive or inconclusive.
SMILES,Mm-Cpn inhibitor,PLK1 PBD inh,EPAC2 antagonist,WRN helicase inh,EPAC1 ag,PI5P4K alpha inh,EPAC1 antag,CCT chaperon mod
C=CCn1c(SCC(=O)N2CCN(c3ccc(F)cc3)CC2)nnc1-c1ccco1,1.0%,-9.9%,5.7%,-1.2%,4.8%,1.8,-16.0%,-3.2
c1ccc(C2=Nc3cccnc3C(c3ccccc3)=NN2)cc1,1.4%,0.4%,-6.0%,1.8%[57.1 µM],1.0%,-0.4,u,0.0
O=C(Nc1ccc(N2CCCC2)c(Cl)c1)c1ccc([N+](=O)[O-])cc1,-0.5%,23.8µM*,4.1%,7.8%,2.7%,3.8,-0.8%,-5.3
O=C(CCN1CCOCC1)Nc1ccc(F)cc1,0.7%,-0.1%,-0.2%,-1.9%,0.3%,2.5,8.9%,-1.2
CCOC(=O)C1(CCOc2ccccc2)CCN(Cc2ccccc2O)CC1,x,7.9%,6.2%,1.6%[57.1 µM],-6.7%,3.6,9.1%,-1.5
C[C@]12CC[C@@H]3c4ccc(O)cc4CC[C@H]3[C@@H]1C[C@@H](O)[C@@H]2O[C@@H]1O[C@H](C(=O)O)[C@@H](O)[C@H](O)[C@H]1O,-19.5%[15.4 µM],-12.4%,-0.1%,8.4%,-23.2%,-2.9,-11.8%,-1.3
CCn1c(SCC(N)=O)nnc1-c1cc2c(C)nn(-c3ccccc3)c2s1,-2.3%,-1.2%,-7.6%,-15.5%,-3.4%,-1.8,u,-0.2
O=c1c2c(O)cc(O)cc2oc2ccc(O)c(O[C@@H]3O[C@H](CO)[C@@H](O)[C@H](O)[C@H]3O[C@H]3O[C@H](CO)[C@@H](O)[C@H](O)[C@H]3O)c12,1.0%,-7.3%,-18.3%,5.8%,-8.2%,-9.9,-1.7%,-0.6
CC(C)CC(N)c1csc(NC(=O)NCCc2ccccc2)n1 (centres undefined),x,-1.4%,0.2%,-1.8%,-6.4%,1.2,-20.4%,1.8
Cc1ccc(/C=N/NC(=O)Cn2ccc(C(F)(F)F)n2)o1,1.8%,-5.2%,4.4%,-0.5%,1.1%,0.2,-1.2%,-1.6
COc1ccc(C(NC(N)=O)c2ccccc2)cc1 (centres undefined),1.1%,-7.8%,2.5%,4.7%,2.5%,x,5.7%,1.2
Cc1cc(S(=O)(=O)Nc2cccc(C(=O)O)c2)c(C)c(S(=O)(=O)c2ccc(Cl)cc2)c1,-2.5%,-3.5%,-24.0%,-3.1%,-3.0%,-4.9,2.4%,-3.3
Cc1noc(C)c1C(=O)N1CCN(c2ccccc2O)CC1,-2.5%,4.2%,8.5%,-4.1%,9.8%,2.2,-1.5%,-1.0
Cc1cc(Br)cn2c(Cc3ccsc3)c(-c3ccc(C#N)cc3)nc12,x,u,4.4%,-6.5%,12.7%,-1.9,-4.9%,0.8
Cc1ccc2nc(-c3ccncc3)c(Nc3ccccc3)n2c1,-0.6%,-6.5%&-5.5%,-1.1%,-13.1%,-5.3%,-8.5,-22.0%,-0.9
Clc1ccc(C2=Nn3c(nnc3-c3n[nH]c4c3CCC4)SC2)cc1Cl,1.7%,-4.4%,2.3%,-4.5%,13.5%,x,-1.6%,0.1
COc1ccc(C(=O)OCc2cc(=O)oc3cc(C)ccc23)cc1S(=O)(=O)N1CCOCC1,x,-6.3%,0.6%,0.1%,1.9%,-9.5,0.6%,-1.3
Cc1nn(C)cc1S(=O)(=O)Nc1cccc(Cl)c1,-2.9%,-2.8%,-7.3%,-10.7%,-4.2%,13.0,-20.0%,0.1
COc1cc2cc(C(=O)Nc3ccccc3)c(N)nc2cc1OC,0.5%,23.8µM*,-4.2%,-10.0%,0.6%,-22.0,1.5%,-1.8
CC(=O)Oc1ccc(C(=O)Nc2cccc(C(=O)Nc3ccccc3C(=O)O)c2)cc1,-1.5%,-12.8%,12.7%,-11.9%,-2.9%,-51.0*,u,-3.0
O=C(Nc1ccc(C(=O)O)cc1)/C(=C\C=C\c1ccccc1)NC(=O)c1ccccc1Br,-13.6%,-8.3%,-7.8%,-15.2%,-4.3%,7.6,-6.3%,-1.0
CC(C)Oc1ccc(NC(=O)Oc2ccccc2)cc1,-0.9%,u,3.1%,-3.4%,8.8%,x,10.7%,-0.2
Cc1cc(=O)oc2cc(NC(=O)C(C)Oc3ccccc3)ccc12 (centres undefined),-0.1%,-1.3%,4.7%,-7.2%,u,3.4,-6.8%,-0.6
Cc1ccc(N2CC3=C(C2=O)C(c2ccccc2)NC(=O)N3C)cc1 (centres undefined),2.4%,-3.7%,15.6%,-22.6%[57.1 µM],3.3%,-7.2,16.6%,-2.3
COc1ccc(C(C)=O)cc1COC(=O)c1c(C)nn(-c2ccccc2)c1C,0.1%,-19.0%,-23.8%,-16.6%,14.7%,2.7,1.7%,-1.4
COC(=O)c1ccc(COc2ccc(C)cc2[N+](=O)[O-])o1,0.4%,8.1%,u,-10.1%,5.4%,4.9,-1.1%,-0.5
CN(C)C(CNC(=S)Nc1ccc(F)cc1)c1cccnc1 (centres undefined),-0.2%,-18.2%,0.9%,15.1%,-2.6%,-3.8,-21.7%,-0.4
COc1ccc(C(O)c2ncc(-c3ccccc3)[nH]2)cc1F (centres undefined),x,-9.3%,5.1%,-1.8%,-10.4%,3.5,-6.7%,1.0
O=C(NCc1nnc(SCC(=O)N2CCOCC2)o1)c1c(F)cccc1Cl,0.5%,-2.2%,5.1%,-9.6%[57.1 µM],2.0%,2.8,-4.8%,-2.8
Cc1ccc(NC2=C(CC(=O)O)C(c3ccccc3)N(c3ccc(C)cc3)C2=O)cc1 (centres undefined),-0.8%,-16.7%,10.2%,8.1%,-4.4%,11.0,-0.4%,1.1
NC(=O)c1cccc(-c2coc3c(C(=O)NC4CCCCC4)cccc23)c1,x,-7.3%,-6.7%,-11.8%,5.4%,-4.9,-13.9%,0.0
CC(=O)N/N=C/c1cc([N+](=O)[O-])ccc1OCCOc1ccccc1,0.2%,-9.8%,-0.9%,1.7%,1.6%,3.6,4.3%,-4.6
COc1cccc(CNCCSc2nnnn2C)c1,4.2%,-0.7%,15.0%,4.9%,-5.8%,x,7.7%,-1.8
CCc1cc2c(=O)[nH]c(-c3ccncc3)nc2s1,-3.9%,u,4.2%,0.1%,6.3%,-12.1,-6.2%,-0.5
CCCCS(=O)CC(O)COc1ccc(C(C)(C)C)cc1 (centres undefined),-6.5%,-9.6%,-6.0%,6.2%,11.3%,x,-13.2%,-2.4
O=C(Nc1cccc(F)c1)OC(CN1CCCCC1)C(F)(F)F (centres undefined),-2.6%,1.1%,-5.6%,-9.2%,-6.6%,3.5,-18.2%,-3.1
Cc1cc(C)c(NC(=O)C2C3/C=C\CCCCC32)c(C)c1 (centres undefined),1.4%,-5.1%,-11.3%,-10.9%,-3.6%,-1.9,-1.7%,0.2
O=c1[nH]cc(NCc2ccccc2)c(=O)[nH]1,x,-4.4%,0.3%,-2.1%,6.0%,-5.5,-3.6%,-3.1
COc1ccc(/C=C(\C#N)C(=O)OCCNC(=O)c2ccncc2)cc1,0.8%,-8.9%,-9.1%,-8.1%,-1.6%,-14.1,-13.2%,-0.1
COC(=O)CCC(=O)OC1(C)C(=O)C=C2C=C(C3CC3)N(C3CC3)C=C2C1=O (centres undefined),0.6%,-19.8%,17.6%,6.4%,4.7%,-2.7,-15.9%,-0.9
CSCCC(c1nnnn1C1CCCC1)N1CCN(C/C=C/c2ccccc2)CC1 (centres undefined),x,0.9%,12.9%,-3.9%,5.5%,2.7,-0.2%,0.7
CC(=O)C1=C(C)NC(C)=C(C(C)=O)C1c1cn(-c2ccccc2)nc1-c1cccs1,-6.9%,-3.3%,7.6%[57.1 µM],-6.4%,-1.8%,-0.4,0.5%,-1.4
Cc1noc(/C=C/c2ccco2)c1S(=O)(=O)N1CCC(C(=O)NCc2ccco2)CC1,0.3%,-1.7%,-15.1%,-15.4%,0.0%,1.9,-21.2%,-2.5
COc1cc(CN2C(=O)C(C)ON=C2c2cccs2)cc(OC)c1 (centres undefined),x,1.5%,u,-2.6%[57.1 µM],4.1%,6.1,-0.9%,-2.4
Cc1c(OCc2ccc(C(=O)O)o2)ccc2c3c(c(=O)oc12)CCC3,1.2%,-11.0%,4.4%,-26.6%,3.1%,x,4.8%,-0.1
OCC#CCSc1nnc(-c2ccncc2)o1,2.3%,-8.1%,-6.5%,-10.4%,7.0%,1.0,-7.0%,0.4
C=CCOC(=O)C1C(=O)CC(C)(O)C(C(=O)OCC=C)C1c1ccc(OCC)cc1 (centres undefined),-1.3%,-3.0%,-0.9%,-12.0%,-10.8%,-5.5,-9.5%,-2.0
Cc1nc(SCC(=O)Nc2c(C)n(C)n(-c3ccccc3)c2=O)c2cnn(-c3ccccc3)c2n1,x,-7.8%,-2.3%,-1.0%,4.6%,-5.2,-4.3%,-0.2
CC(=O)Nc1ccc(S(=O)(=O)NCCc2csc(C)n2)cc1,-0.3%,-3.4%,13.5%,-3.6%,-2.3%,x,-5.1%,0.4
O=C1CC(c2cccc(Br)c2)c2cc3c(cc2N1)CCC3 (centres undefined),3.0%,1.4%,-0.8%,-10.6%,15.9%,x,-2.0%,0.0
Cc1cccc(C)c1NC(=O)C(C)Sc1n[nH]c(-c2ccncc2)n1 (centres undefined),1.0%,-3.1%,-1.0%,2.7%,-1.1%,2.4,9.7%,-0.4
COc1ccc(N2CCN(C(=O)CSc3ncnc4c3cnn4-c3ccc(OC)cc3)CC2)cc1,1.6%,-7.0%,12.2%,0.2%,11.5%,-1.2,7.2%,-1.9
Cc1nn(CCC(=O)NNC(=S)Nc2ccc(Cl)cc2)c(C)c1[N+](=O)[O-],-2.4%,u,-8.8%,0.0%,0.8%,x,-18.0%,-1.9
CC(=O)c1ccc(-n2nnnc2SCC(=O)NC2CCCCC2)cc1,-2.5%,u,0.3%,-4.4%,-0.6%,-2.0,-0.4%,1.3

# Reprinted at random: 2 compounds from above.
SMILES,Mm-Cpn inhibitor,PLK1 PBD inh,EPAC2 antagonist,WRN helicase inh,EPAC1 ag,PI5P4K alpha inh,EPAC1 antag,CCT chaperon mod
O=C1CC(c2cccc(Br)c2)c2cc3c(cc2N1)CCC3 (centres undefined),3.0%,1.4%,-0.8%,-10.6%,15.9%,x,-2.0%,0.0
COc1ccc(N2CCN(C(=O)CSc3ncnc4c3cnn4-c3ccc(OC)cc3)CC2)cc1,1.6%,-7.0%,12.2%,0.2%,11.5%,-1.2,7.2%,-1.9

# As entered above.
# Value of Cc1cccc(C)c1NC(=O)C(C)Sc1n[nH]c(-c2ccncc2)n1 (centres undefined) under WRN helicase inh: 2.7%
# Value of CC(=O)c1ccc(-n2nnnc2SCC(=O)NC2CCCCC2)cc1 under Mm-Cpn inhibitor: -2.5%

# The list is partial (hit frequency here may not be typical).
